# esBAF inh = blocks esBAF chromatin remodeling in mouse ES cells; Bmi1-luciferase knock-in reporter, 24 h; 100% = twice the neutral-well signal; AID 602393; 2% of 350,000 active; reporter increase, % at 12.5 µM; in the data active means activation above about 40%;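 further: 0% = median of the plate's neutral control wells and 100% = double that signal; a rise in the Bmi1 reporter signal indicates esBAF inhibition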
# RAD54 inh = RAD54 (human) branch migration inhibition. RAD54 Holliday junction branch migration, FAM/BHQ fluorescence. inhibition, % at 10.4 µM. 0.14% of 360,000 active;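 active means mean normalized replicate activity at least 40 and at least half of replicates scoring 40 or more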;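 further: 0% = median of neutral control wells and 100% = median of positive control wells; inhibitors cause a drop in the FAM fluorescence signal; in these data hits start at about 50%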
# Target sequence (Q92698 whole entry, looked up): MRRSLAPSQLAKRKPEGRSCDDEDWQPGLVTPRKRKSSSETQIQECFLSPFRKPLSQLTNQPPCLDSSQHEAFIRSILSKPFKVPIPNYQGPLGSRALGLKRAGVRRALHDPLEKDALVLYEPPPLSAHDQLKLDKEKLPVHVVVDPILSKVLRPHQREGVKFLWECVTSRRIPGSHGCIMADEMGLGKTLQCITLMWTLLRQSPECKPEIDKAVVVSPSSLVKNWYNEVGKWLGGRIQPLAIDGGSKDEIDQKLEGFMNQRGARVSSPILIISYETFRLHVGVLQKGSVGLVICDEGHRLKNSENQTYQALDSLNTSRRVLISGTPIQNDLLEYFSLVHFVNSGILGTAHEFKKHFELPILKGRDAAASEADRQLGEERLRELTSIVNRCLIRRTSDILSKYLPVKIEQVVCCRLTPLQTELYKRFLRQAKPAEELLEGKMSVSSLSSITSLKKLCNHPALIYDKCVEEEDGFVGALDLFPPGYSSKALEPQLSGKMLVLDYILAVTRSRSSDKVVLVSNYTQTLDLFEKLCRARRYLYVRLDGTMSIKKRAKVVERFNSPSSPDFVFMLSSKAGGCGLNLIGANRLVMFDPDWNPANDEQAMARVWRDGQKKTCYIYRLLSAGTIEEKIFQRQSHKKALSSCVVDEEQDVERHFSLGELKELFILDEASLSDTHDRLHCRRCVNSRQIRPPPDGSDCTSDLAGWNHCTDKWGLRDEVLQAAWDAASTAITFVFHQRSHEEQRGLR
# CFTR F508del cor = CFTR F508del correction in bronchial cells. CFBE cells, YFP halide quenching; stimulated with forskolin plus potentiator P3; % fluorescence drop versus neutral controls. activity (quench increase), % at 7.58 µM. 0.36% of 350,000 active;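 active means mean added fluorescence quench of at least 8% versus neutral control, with both replicates also reaching 8%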;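 further: cells transiently co-express mutant CFTR-F508del with the halide-sensitive YFP; corrector assay measuring rescue of mutant channel to the surface after 24 h compound exposure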
# ERAP1 HTS inh = inhibitors of human ERAP1 aminopeptidase; 0.15% of 340,000 active; Q9NZ08; inhibition, % at 10.7 µM; recombinant ERAP1, Leu-AMC fluorescence, 60 min;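 active means mean replicate inhibition of at least 30%, or all replicates individually reaching that 30% level; inactive means mean below 30% and not every replicate reaching it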;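 further: 0% = neutral control wells and 100% = L-leucinethiol positive control wells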
# RAD52 anneal inh = RAD52 (human) annealing inhibition; P43351; recombinant RAD52 DNA annealing, FRET fluorescence; inhibition, % at 18.7 µM; 0.46% of 360,000 active; AID 651710;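 active means every replicate showing at least 50% inhibition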
# ARNT-TACC3 inh = disruptors of human ARNT/TACC3 interaction | Q9Y6A5 | AlphaScreen His-ARNT PAS-B/GST-TACC3 binding, luminescence; TACC3 fragment carries E629A point mutation | inhibition, % at 9.99 µM | 0.66% of 390,000 active;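 active means mean inhibition of replicates at least 50% and at least half of replicates each reaching 50%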;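 further: 0% = complete ARNT plus TACC3 wells and 100% = ARNT alone without TACC3; many hits fall short of the cut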
# XiGFP reactiv = activators of X-chromosome reactivation in mouse fibroblasts | XiGFP mouse fibroblasts, % GFP-positive cells imaging, 3 d; cells co-treated with 5-aza-dC sensitizer; scaled so ellipticine positive control = 100% | activation, % at 7.58 µM | 0.055% of 360,000 active | AID 743238;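 active means mean normalized replicate activation at least 10% and every replicate at or above 10%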;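 further: 0% = median of on-plate neutral control wells and 100% = ellipticine 6 µM median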
#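 assay system = SV40-immortalized XiGFP fibroblast cells, line 68-5-11 | buffer or medium = DMEM plus 5-aza-dC sensitizer | doses = single-point pinned compound dosing | times = 3-day compound exposure, then 15 min fixation at room temperature | benchmarks = positive control ellipticine, 6 µM final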
# INS-1E GSIS act = primary screen for activators of insulin secretion dependent on glucose, INS-1E cells, GLuc reporter luminescence | INS-1E GLuc reporter insulin secretion, 2-3 h | activation, % at 16.6 µM | 0.61% of 370,000 active | AID 743287;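 active means lowest replicate activation of at least 40%, so every replicate reaches that level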;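 further: 0% = median of neutral control wells and 100% = median of IBMX positive control wells; some compounds called inactive have numbers as strong as hits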
# An asterisk follows results filed as active; x = no result given. An unsorted share of the library; any-hit rate near 3.3%.
mol	CFTR F508del cor	ERAP1 HTS inh	RAD54 inh	ARNT-TACC3 inh	XiGFP reactiv	INS-1E GSIS act	RAD52 anneal inh	esBAF inh
C/C(=N\NC(=O)c1ccc2ccccc2c1)c1cccnc1	3.2	0.5	-2.7	1.4	0.3	12.6	-30.7	x
Cc1ccc(C(=O)NCCCc2ccccc2)c(Cl)c1	2.3	-0.6	2.4	-8.9	0.4	-3.9	-5.4	42.4*
O=C(NC1CCCC1)[C@H]1[C@H](CO)[C@H]2Cn3c(ccc(-c4ccc(F)cc4)c3=O)[C@@H]1N2Cc1cocn1	-3.1	0.8	4.5	-15.2	0.0	24.5	-14.6	-4.4
CCOc1cc(N2CCOCC2)c(OCC)cc1NC(=O)COC(=O)c1cccc2ccccc12	x	8.7	x	-11.7	-0.1	12.7	-12.0	-5.3
CC(C)CCNC(=O)C(c1ccco1)N(Cc1ccccc1)C(=O)c1snc(C(N)=O)c1N (stereo not given)	3.5	5.4	-16.5	5.0	x	-17.7	-46.9	-7.8
Cc1ccccc1C(=O)NNC(=O)C1CCCN(c2ncccn2)C1 (stereo not given)	x	x	-9.5	-8.8	x	-0.3	x	-1.0
CN(C(=O)CSc1nnc(Nc2ccccc2F)s1)C1CCS(=O)(=O)C1 (stereo not given)	-0.8	-1.6	1.2	-4.6	-0.1	2.7	6.6	4.8
CC(C)=CCC/C(C)=C/CNC(=O)C[C@H]1C[C@H](C(=O)N(C(C)C)C(C)C)[C@@]2(C)c3[nH]c4ccc(Cl)cc4c3CCN2C1=O	-2.3	2.3	-2.5	-5.3	0.1	-18.0	-6.6	-5.4

# Brought forward from above: 2 compounds; new compounds follow.
mol	CFTR F508del cor	ERAP1 HTS inh	RAD54 inh	ARNT-TACC3 inh	XiGFP reactiv	INS-1E GSIS act	RAD52 anneal inh	esBAF inh
CN(C(=O)CSc1nnc(Nc2ccccc2F)s1)C1CCS(=O)(=O)C1 (stereo not given)	-0.8	-1.6	1.2	-4.6	-0.1	2.7	6.6	4.8
CC(C)=CCC/C(C)=C/CNC(=O)C[C@H]1C[C@H](C(=O)N(C(C)C)C(C)C)[C@@]2(C)c3[nH]c4ccc(Cl)cc4c3CCN2C1=O	-2.3	2.3	-2.5	-5.3	0.1	-18.0	-6.6	-5.4
O=C(C[C@@H]1C[C@@H]2c3cc(NC(=O)C4CCC4)ccc3O[C@@H]2[C@@H](CO)O1)NCc1ccccn1	-0.8	-1.0	-21.4	-3.8	0.0	8.1	-19.2	1.4
Cc1cc([N+](=O)[O-])ccc1NC(=O)CSc1nncn1-c1cccnc1	2.0	1.6	0.0	6.3	0.0	-3.4	5.3	-4.6
CN(CC(=O)Nc1cccc(F)c1)C(=O)CCc1nc2cc(S(=O)(=O)N3CCOCC3)ccc2n1C	0.4	0.6	-14.2	-0.1	0.0	1.0	-8.9	0.8
O=C1/C(=C\c2ccccc2Cl)SC(=S)N1CCC(=O)N1CCCc2ccccc21	x	x	-7.2	-2.3	0.2	1.1	x	x
COc1cccc(C=NNC(=O)CCCC(=O)NN=Cc2cccc(OC)c2)c1	-0.3	-1.3	4.8	-1.1	0.2	9.1	-0.5	4.6
O=C(N[C@H](Cc1ccccc1)C(=O)N(CCC1=CCCCC1)CC1CC1)[C@H]1O[C@@H](n2ccc(=O)[nH]c2=O)[C@H](O)[C@@H]1O	-0.6	4.6	x	x	0.4	-23.5	13.8	x
O=C(N/N=C/c1ccccn1)c1[nH]c2ccc([N+](=O)[O-])cc2c1-c1ccccc1	7.3	-2.4	-2.8	7.0	-0.1	-9.0	-24.9	3.9
O=C(C[C@H]1CC[C@H]2[C@@H](COC[C@@H](O)CN2C(=O)c2ccccc2)O1)Nc1nccs1	1.1	0.4	-4.9	-2.9	0.3	-3.4	0.2	7.8
Cc1nnc(NC(=O)Cn2c(=O)sc3ccccc32)s1	-0.5	1.6	-6.0	-16.1	0.2	4.2	-18.7	-8.2
COCc1cn(CC[C@H]2CC[C@@H](NC(=O)c3ccccc3)[C@@H](CO)O2)nn1	-1.1	-0.9	-5.4	-14.6	-0.1	-16.3	-5.2	1.8
O=C(Cn1nnc(-c2ccccc2)n1)NNC(=O)c1cccc([N+](=O)[O-])c1	2.1	-4.6	-4.8	-1.6	0.3	-5.8	-6.7	1.2
Cc1ccc(S(=O)(=O)N[C@H]2CC[C@@H](CCn3cc(C4CCCCC4)nn3)O[C@@H]2CO)cc1	5.0	-0.4	-4.7	-14.3	-0.5	-3.1	8.7	7.9
Cc1nnc(N2C(=O)c3oc4ccccc4c(=O)c3C2c2ccco2)s1 (stereo not given)	2.1	x	0.2	-5.0	0.2	-9.5	-23.4	4.1
O=C(C1CC1)N1CCN=C1SCc1ccc(F)cc1	0.4	0.4	-3.0	x	0.0	-15.4	-23.3	3.3
Cc1cc(C(=O)O)ccc1-n1c(C)cc(C=C2C(=O)c3ccccc3C2=O)c1C	3.4	7.0	x	6.2	0.0	23.5	-27.5	2.3
Nn1c(SCc2ccccc2)nc2ccccc21	3.2	-2.9	-1.6	15.9	0.0	-15.1	4.3	54.2*
O=C(NCCCn1ccnc1)c1ccc(N2CCCCC2)c([N+](=O)[O-])c1	-4.7	3.9	x	-0.1	0.1	-10.0	-2.4	x
COc1cc(/C=C/c2cccc[n+]2C)ccc1OCC(=O)Nc1ccccc1	1.8	8.1	10.7	1.8	0.0	16.6	4.7	3.9
COc1ccc(S(=O)(=O)Nc2ccc3c(c2)C(=O)N([C@@H](C)CO)C[C@H](C)[C@H](CN(C)S(=O)(=O)c2ccc(C)cc2)O3)cc1	1.4	0.3	-1.9	14.6	-1.2	2.5	-7.1	2.3
COc1ccc(-c2c(C(=O)c3ccccc3)[nH]c(N)c2C(=O)c2ccccc2)cc1OC	1.4	0.1	x	x	0.0	-17.1	-5.7	x
C[C@@H]1CCCCO[C@@H](CN(C)C(=O)c2ccccc2)[C@H](C)CN([C@H](C)CO)C(=O)c2cc(NC(=O)Nc3cccc4ccccc34)ccc2O1	1.5	-1.2	-6.2	-4.4	0.1	2.8	3.4	14.1
Cc1ccc(-c2csc(N3CCC[C@@H]3C(=O)NCCn3c(-c4ccncc4)nc4ccccc43)n2)cc1	0.5	4.0	6.6	25.2	0.2	10.4	-45.3	-0.5
Cc1cccc(C)c1NC(=O)C(c1ccc([N+](=O)[O-])cc1)N(C)C(=O)c1ccccn1 (stereo not given)	-0.7	0.3	-3.9	-12.3	0.1	x	1.9	x
CC1=C(C)CC2(SC1)C(=O)N(c1ccccc1)N=C2N (stereo not given)	1.8	-1.5	x	-6.6	0.1	8.1	1.0	x
COC(=O)c1c(NC(=O)C2COc3ccccc3O2)sc2c1CCN(C(=O)OC)C2 (stereo not given)	-3.3	-0.3	9.9	x	0.0	-5.6	-5.2	0.6
C[C@H](CO)N1C[C@H](C)[C@H](CN(C)C(=O)c2ccncc2)Oc2ncc(C3=CCCC3)cc2C1=O	1.0	-0.9	3.9	0.7	-0.7	13.9	9.2	3.4
CCCNC(=O)Nc1ccc2c(c1)C(=O)N(C)C[C@H](OC)[C@H](C)CN(Cc1cccnc1)[C@@H](C)CO2	-2.2	6.7	-10.1	-5.5	-0.4	8.1	5.7	-1.4
N#C[C@@H]1[C@H](c2ccccc2C2=CCCC2)[C@@H](CO)N1C(=O)NC1CCCCC1	-0.9	-1.9	x	x	0.0	-14.4	0.4	x
Cc1ccc(NC(=O)CN(C)C(C)C(=O)Nc2ccc(S(=O)(=O)N3CCCC3)cc2)cc1 (stereo not given)	-1.0	2.9	-2.4	0.3	0.0	-13.2	-6.8	-4.0
C[C@H]1CN([C@@H](C)CO)C(=O)c2cc(-c3cccc(C#N)c3)cnc2O[C@H]1CN(C)Cc1ccccc1	0.5	1.6	-0.1	-7.0	0.0	5.2	-4.3	-4.9
c1ccc(CSc2nnc3ccc(-c4ccco4)nn23)nc1	1.1	-0.4	-9.1	-6.4	-0.1	-7.0	-7.3	-0.5
COc1ccc(CCNC(=O)c2c(-c3ccccc3Cl)noc2C)cc1	1.8	11.0	-3.9	2.3	x	3.2	-2.2	-2.8
NS(=O)(=O)c1ccc(NC(=O)COC(=O)C2(c3ccc(F)cc3)CCCC2)cc1	x	-1.6	0.2	0.2	0.4	-8.8	-5.9	-0.2
O=C(Nc1cccc(-c2ccccc2)c1)N1CCN(C(=O)Nc2cccc(-c3ccccc3)c2)CC1	-3.5	-1.9	-3.7	-2.9	0.0	13.4	-6.0	-10.1
O=c1[nH]c2ccc(N=Cc3c(O)ccc4cc(Br)ccc34)cc2[nH]1	1.4	-1.4	x	-3.2	-0.1	5.2	-26.5	x
COc1ccc(C(=O)NCCc2cnc[nH]2)cc1OC	5.7	7.5	-1.3	-6.1	0.0	-17.9	-18.4	2.9
COC(=O)C[C@H]1CC[C@H](NC(=O)Nc2ccccc2OC)[C@@H](CO)O1	0.7	x	x	x	0.0	-2.2	-15.1	x
Cc1ccc(C(=O)NCC(=O)N/N=C/c2cccs2)cc1[N+](=O)[O-]	-1.0	1.1	x	-0.8	0.0	-27.5	-18.2	x
CCCCNC(=O)C1(C)CCCCN1C(=O)c1ccc(OC)c(C(F)(F)F)c1 (stereo not given)	-2.1	2.5	-1.5	x	0.0	-6.6	-12.7	-2.1
Cc1ccc(NCc2ccccc2O)cc1	x	x	0.6	-8.4	x	6.0	x	49.5*
CC(=O)Nc1ccc(C(=O)OCC(=O)NCCC2=CCCCC2)cc1	1.4	0.4	5.0	-11.4	0.2	2.9	-12.8	0.1
CN1c2ccc(-c3cccc(F)c3)cc2[C@H]2[C@H](CCN2C(=O)Cc2cccnc2)[C@H]1CO	-1.6	x	-5.0	8.8	-0.1	-3.4	x	-9.8
CN(C)CC[n+]1ccc(C(=O)c2ccccc2)cc1	0.9	0.8	10.0	-1.7	0.0	-5.2	-3.0	-2.2
NC(=S)N/N=C/c1ccc(C(F)(F)F)cc1	x	3.6	x	8.8	-0.1	30.2	-7.3	x
Cc1ccc(CS(=O)(=O)CCC(=O)O)cc1	-3.4	x	-2.8	12.5	0.0	12.5	-6.7	2.5
COc1ccc(NCc2cc(=O)[nH]c3ccccc23)cc1	-2.5	-1.2	15.2	-4.3	0.2	-10.8	-6.7	1.4
C[C@@H]1CCCCO[C@@H](CN(C)C(=O)c2ccncc2)[C@H](C)CN([C@@H](C)CO)C(=O)c2cc(NS(C)(=O)=O)ccc2O1	-0.1	0.9	-0.1	-13.0	-0.9	4.6	-8.6	3.4
Cn1c(SCC(=O)N2CCCC2)nnc1-c1ccc(S(=O)(=O)N2CCCC2)cc1	x	x	6.7	-1.5	x	21.9	x	-3.3
CC(C)C(=O)N1CCN(c2cc(N3CCN(C)CC3)c(F)cc2[N+](=O)[O-])CC1	0.2	1.4	x	2.5	0.2	7.2	-4.8	x
Cc1ccc(-c2cn3cccnc3n2)cc1NC(=O)c1c(-c2ccccc2Cl)noc1C	x	x	6.5	2.4	x	4.3	x	-0.8
CCC(=O)N1[C@H](CO)[C@H]2c3ccccc3N(S(=O)(=O)c3ccccc3C)C[C@H]21	1.0	2.2	-3.7	-1.0	0.2	1.3	-2.7	-0.9
CC(C)c1ccc(NC(=O)CCS(=O)(=O)c2cccc3nonc23)cc1	-0.6	1.6	-6.0	0.4	0.2	-6.2	-19.0	0.0
Cc1ccccc1S(=O)(=O)Cc1ccc(C(=O)NCCN(Cc2ccccc2)C(C)C)o1	-1.2	-1.4	-2.8	-2.9	0.1	-1.0	-4.6	-5.8

# Compound activity: PubChem BioAssay, Broad Institute
